GoLoco inh red – qHTS Assay for Inhibitors of RGS12 GoLoco Motif Activity (Red Fluorophore) | Guanine nucleotide-binding protein G(i) subunit alpha-1 (Homo sapiens), P63096 | Gai1:RGS12 GoLoco peptide FP, rhodamine, 10 min | Potency, µM (highest dose often 61.6 µM), for inactives: at the highest dose activity, negative = inhibition, usual class: inhibitors | AID 880, 2007 | 230,000 compounds, 0.44% hits; active means well fitted inhibition curve with a large enough effect, not every such curve was filed as active; inactive means no such curve, though single readings can be large or run the other way; further: on the % scale 0 is the no-effect control and ±100 the full control effect; nearly all actives have a fitted effect of over 30% in size; many of its hits are not listed in these tables
LMNA splice mod – qHTS Assay for Modulators of Lamin A Splicing | 200,000 compounds, 0.01% hits | AID 1487, 2009 | Potency, µM (top dose mostly 46.1 µM), without a hit: top-dose ratio change, negative = inhibition, actives largely listed as inhibitors | HeLa LMNA splicing GFP/RFP minigene ratio, 48 h; active means well fitted inhibition curve with a large enough effect in the signal ratio, with a control signal flat, not every such curve was filed as active; inconclusive means small, poorly fitted or top-dose-only effect, or effect the other way, or a change in a side signal; the % refers to the signal ratio; further: on the % scale 0 is the no-effect control and ±100 the full control effect
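S3 HeLa stable clones carrying a lamin A-EGFP splicing minigene plus DsRed2 were seeded at 600 cells/well in Opti-MEM with 2% FBS, pin-dosed and incubated 48 h at 37°C. Acumen cytometry (488 nm) gave the GFP/RFP total-intensity ratio.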
RECQ1 helicase – qHTS Assay for Inhibitors of RecQ-Like Dna Helicase 1 (RECQ1); Potency, µM (doses to about 57.3 µM), without a hit: at the highest dose activity, negative = inhibition, most hits filed as inhibitors; 240,000 compounds, 0.54% hits; ATP-dependent DNA helicase Q1 (Homo sapiens), P46063; AID 2549, 2010; RECQ1 DNA unwinding, red fluorescence kinetic read;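 further: plate controls were vehicle for no effect and no enzyme for full effect; nearly all actives have a fitted effect of over 30% in size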
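50 nM RECQ1T1 preincubated 15 min with compound in Tris pH 8.0 buffer with MgCl2, DTT, Tween-20 and 2.5 ug/ml poly(dI-dC); started with 200 nM TAMRA/BHQ-2 forked duplex and 2 mM ATP. Unwinding read as fluorescence (525/598 nm), two reads 2 h apart.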
TR SRC2 fluor cs – Total Fluorescence Counterscreen for Inhibitors of the Interaction of Thyroid Hormone Receptor and Steroid Receptor Coregulator 2 | 280,000 compounds, 0.29% hits | Potency, µM (titrated, usually from 106 µM), without a hit: at the top dose fluorescence change, negative = quenching | AID 1479, 2009 | TRb/SRC2 Texas Red total fluorescence interference; active means well fitted curve in either direction with a large enough effect; inconclusive means small, poorly fitted or top-dose-only effect; further: on the % scale 0 is the no-effect control and ±100 the full control effect
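Flags fluorescent or light-absorbing compounds by total fluorescence, S + 2P, at 555 nm excitation and 632 nm emission. Mixture: 20 nM Texas Red SRC2 peptide, 0.6 uM human TRb LBD, 1 uM T3, 5% DMSO; compound exposure 5 h at ambient temperature.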
TRb SRC2 PPI – qHTS for Inhibitors of the Interaction of Thyroid Hormone Receptor and Steroid Receptor Coregulator 2 | Thyroid hormone receptor beta (Homo sapiens), P10828 | TRbeta-SRC2 peptide binding, fluorescence polarization; receptor liganded with 1 µM T3 | Potency, µM (highest dose often 106 µM), without a hit: at the top dose activity change, negative = inhibition, hits mostly inhibitors | 280,000 compounds, 0.065% hits | AID 1469, 2008;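 further: plate controls were bound peptide for no effect and peptide without receptor for full effect; nearly all actives have a fitted effect of over 50% in size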
Target sequence (P10828 whole entry, looked up): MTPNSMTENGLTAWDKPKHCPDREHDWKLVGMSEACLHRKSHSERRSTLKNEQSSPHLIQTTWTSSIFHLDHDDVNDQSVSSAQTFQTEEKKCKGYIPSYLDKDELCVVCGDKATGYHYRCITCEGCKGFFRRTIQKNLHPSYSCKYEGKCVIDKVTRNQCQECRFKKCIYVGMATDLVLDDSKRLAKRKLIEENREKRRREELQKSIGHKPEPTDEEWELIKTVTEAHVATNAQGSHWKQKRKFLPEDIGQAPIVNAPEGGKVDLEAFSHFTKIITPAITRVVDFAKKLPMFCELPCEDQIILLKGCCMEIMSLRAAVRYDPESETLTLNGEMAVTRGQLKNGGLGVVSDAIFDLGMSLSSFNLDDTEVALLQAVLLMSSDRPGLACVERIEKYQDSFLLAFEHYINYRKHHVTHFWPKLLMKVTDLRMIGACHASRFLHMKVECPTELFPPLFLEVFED
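A fluorescence polarization screen tested compounds at multiple concentrations against complex formation between 0.6 uM TRb ligand-binding domain and 20 nM Texas Red SRC2 peptide, with 1 uM T3 present; readout after 5 hr.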
ALDH1A1 block – qHTS Assay for Inhibitors of Aldehyde Dehydrogenase 1 (ALDH1A1); AID 1030, 2008; Potency, µM (top dose mostly 75.3 µM), inactives show at the highest dose activity, negative = inhibition, hits mostly inhibitors; 220,000 compounds, 7.3% hits; Aldehyde dehydrogenase 1A1 (Homo sapiens), P00352; Purified ALDH1A1, NADH fluorescence, propionaldehyde substrate; active means well fitted inhibition curve with a large enough effect, not every such curve was filed as active; inconclusive means small, poorly fitted or top-dose-only effect, or another doubt; inactive means no such curve, though single readings can be large or run the other way;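 further: plate controls were no enzyme wells and a reference inhibitor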
Target sequence (P00352 whole entry, looked up): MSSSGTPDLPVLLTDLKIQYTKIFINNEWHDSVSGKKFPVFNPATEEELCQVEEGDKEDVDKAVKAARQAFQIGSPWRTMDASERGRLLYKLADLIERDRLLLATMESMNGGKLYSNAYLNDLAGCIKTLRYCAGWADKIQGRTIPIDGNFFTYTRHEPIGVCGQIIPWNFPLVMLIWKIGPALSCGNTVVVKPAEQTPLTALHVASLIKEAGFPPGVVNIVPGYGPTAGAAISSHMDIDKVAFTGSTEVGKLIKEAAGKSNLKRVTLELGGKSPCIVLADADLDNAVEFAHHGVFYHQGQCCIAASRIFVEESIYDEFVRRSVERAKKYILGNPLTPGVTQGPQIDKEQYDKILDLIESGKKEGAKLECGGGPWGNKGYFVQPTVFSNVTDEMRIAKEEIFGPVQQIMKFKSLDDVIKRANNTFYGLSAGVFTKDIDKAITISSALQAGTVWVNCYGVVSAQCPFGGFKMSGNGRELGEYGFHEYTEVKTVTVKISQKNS
SMN2 splice enh – qHTS Assay for Enhancers of SMN2 Splice Variant Expression; AID 1458, 2008; Potency, µM (top dose mostly 46.1 µM), for the others: at the top dose activity change, positive = activation, hits mostly activators; HEK293 SMN2-luciferase splicing reporter, luminescence, 30-36 h; 210,000 compounds, 2.8% hits; further: % of control where 0% means no effect; nearly all actives have a fitted effect of over 55% in size
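HEK293 cells carry an SMN2 […]–luciferase reporter in which exon 7 inclusion puts luciferase in frame. Cells were plated 10-12 h before compound addition, then incubated 30-36 h at 37C. ONE-Glo luminescence was read; sodium butyrate at 4.5 mM final served as control.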
KDM4E inh – qHTS Assay for Inhibitors of Human Jumonji Domain Containing 2E (JMJD2E); Lysine-specific demethylase 4E (Homo sapiens), B2RXH2; Potency, µM (top dose mostly 57.1 µM), without a hit: top-dose activity change, negative = inhibition, most hits filed as inhibitors; 230,000 compounds, 1.6% hits; JMJD2E catalytic domain, FDH-coupled NADH fluorescence (FDH is formaldehyde dehydrogenase); active means well fitted inhibition curve with a large enough effect, not every such curve was filed as active; inconclusive means small, poorly fitted or top-dose-only effect, or another doubt; inactive means no such curve, though single readings can be large or run the other way;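 further: 0% = wells with enzyme and -100% = buffer wells without enzyme; nearly all actives have a fitted effect of over 50% in size; many of its hits are not listed in these tables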
The depositor's hits bear a star; i = inactive; ? = inconclusive; / = no result given; & = joins results of further samples; [ ] = another dose, or the depositor's remark. Unless noted, the call rests on the fitted dose curve; in most records, active means well fitted curve in the direction sought with a large enough effect; inconclusive means small, poorly fitted or top-dose-only effect, or another doubt; inactive means no such curve, though single readings can be large; an effect the other way counts as inactive or inconclusive. Potency means the concentration at half of the fitted maximal effect.

SMILES	GoLoco inh red	LMNA splice mod	RECQ1 helicase	TR SRC2 fluor cs	TRb SRC2 PPI	ALDH1A1 block	SMN2 splice enh	KDM4E inh
CCn1c(O)c(/C=C/C=C/C=Nc2ccccc2)sc1=S	184.8%[activator]	19.3%[46 µM]	i	3.3%	10.8%	?	-18.1%	3.7%
CCNc1nc(NC(C)C)nc(ON=C(C)C)n1	2.1%	-3.1%	-2.7%	0.2%	5.6%	6.9%	7.9%	0.9%
Cc1c(C(=O)OCC(=O)c2ccc3c(c2)OCCO3)oc2ccccc12	-5.0%	?	-11.2%	-9.2%	-2.9%	-6.2%	-11.2%	1.4%
CCOC(=O)N1CCC(NC(=O)Cn2c3c(c(-c4ccccc4Cl)cc2=O)CCC3)CC1	-4.0%	?	i	1.2%	-16.6%	?	-37.3%[inhibitor]	?
O=C(Nc1ccc(F)cc1)C1CCC(CNc2c(N3CCCCC3)c(=O)c2=O)CC1 (configuration not stated)	2.1%	/	-4.2%	-2.1%	10.1%	/	/	2.7%
CCOC(=O)c1c(C)[nH]c(C(=O)COC(=O)c2cnc(C)cn2)c1C	3.9%	?	-2.6%	-0.5%	-18.0%	-7.0%	14.2%	6.6%
COC(=O)[C@@]1(Cc2ccc(F)cc2)[C@H]2c3cc(C(=O)N4CCCC4)n(CCc4ccc(OC)c(Br)c4)c3C[C@H]2CN1C(=O)c1ccccc1	7.7%	/	-2.6%	-0.2%	3.7%	-8.0%	-26.8%	-2.0%
Cc1csc(NC(=O)CSc2nnnn2C)n1	7.8%	-7.8%	-3.9%	-1.8%	-18.8%	7.0%	14.1µM*	3.2%
O=C1CCC(=O)N1CC(=O)N(c1ccccc1)c1ccccc1	-4.6%	/	12.7%	0.1%	-1.9%	-8.8%	13.3%	-2.1%
CCCCN(C(=O)NC(=O)C1=C(N2CCOCC2)/C(=C/c2ccccc2)CC1)S(C)(=O)=O	7.8%	11.1%	-3.2%	0.2%	2.2%	?	1.8%	?
Cc1cc(N2CCN(c3ccccc3Cl)CC2)n2cc(-c3ccccc3)nc2n1	-8.8%	?	3.7%	-2.4%	-5.5%	?	-6.5%	?
CC1(C(=O)NCCc2c[nH]c3ccccc23)C=CCN1C(=O)c1ccccc1 (configuration not stated)	-4.6%&5.5%	11.5%	6.0%&-8.1%	-3.5%&-5.4%	-3.5%&3.1%	4.8%&2.9%	5.5%&2.7%	-2.4%&-7.2%
CCOc1cc(C(=O)OCC(=O)Nc2cc(C)on2)cc(OCC)c1OCC	3.5%	9.8%	-12.5%	-3.2%	-0.1%	-0.5%	-5.0%	-0.1%
S=C(NCCSCc1ccccc1Cl)Nc1ccccc1	14.1%	-18.8%	i	-9.0%	-3.1%	3.4%	?	5.1%
CCCNC(=O)c1cccc(Cn2cc(Br)c([N+](=O)[O-])n2)c1	-3.1%	-6.3%	-1.5%	-2.2%	-1.3%	6.0%	-23.6%	1.1%
O=C(NCCc1ccccc1)C(c1ccccc1)N(C(=O)c1csnn1)C1CC1 (configuration not stated)	2.3%	?	i	-1.5%[53 µM]	1.0%[53 µM]	-11.6%	/	1.9%
COC(=O)Cc1ccc(NC(=S)NCCSc2ccc(C)cc2)cc1	25.1%	/	i	-5.2%	-3.7%	-14.6%	-20.3%	-5.9%
Cc1cc(N/N=C2\CC(C)CC(C)(C)C2)nc2ccccc12 (configuration not stated)	5.9%	-17.3%[46 µM]	-8.0%	1.0%	2.5%	?	-11.0%	?
COc1cccc(NC(=S)N2CCc3cc(OC)c(OC)cc3C2)c1	-10.0%	/	-2.6%	-0.7%	-1.9%	/	/	-9.6%
COC(=O)c1ccccc1NC(=O)c1cnn2c(C(F)F)cc(C3CC3)nc12	9.8%	13.4%	-2.2%	2.4%	-15.4%	?	7.3%	?
CCOC(=O)c1nnn(-c2nonc2-n2cccc2)c1CN1CCC(C)CC1	20.2%	-6.7%	-16.7%	-0.2%	-16.5%	-2.9%	-10.6%	-4.5%
Cc1cc(C)c2c3c(sc2n1)C(c1ccccc1)C(C#N)=C(N)O3 (configuration not stated)	10.3%	15.4%	i	1.2%	-8.4%	?	12.5%	?
Cc1c(Br)c([N+](=O)[O-])nn1CC(=O)Nc1sc2c(c1C(=O)OC(C)C)CCC(C)C2 (configuration not stated)	11.1%	-1.2%	-3.8%	-17.2%	1.4%	11.3%	-10.4%	2.5%
CCCOc1ccc(N2C(=O)CC(N(Cc3ccccc3)N=O)C2=O)cc1 (configuration not stated)	0.1%	/	-5.6%	-0.5%	2.5%	/	/	1.5%
C#CCOCCOCCOCCNc1nc(N2CCN(C(=O)[C@H]([C@@H](C)CC)n3cc([C@@H](N)Cc4ccc(O)cc4)nn3)CC2)nc(N2CCN(C(=O)[C@H]([C@@H](C)CC)n3cc([C@@H](N)CC(C)C)nn3)CC2)n1	-2.0%	/	-15.3%	-2.9%	-0.9%	3.1%	/	0.1%
Next section.
SMILES	GoLoco inh red	LMNA splice mod	RECQ1 helicase	TR SRC2 fluor cs	TRb SRC2 PPI	ALDH1A1 block	SMN2 splice enh	KDM4E inh
CC1(C)CC(=O)c2c(O)cc(O)cc2O1	-11.6%	-6.3%	i	-0.1%	-2.2%	?	2.1%	-6.8%
CCOc1ccc(-c2nn(-c3ccccc3)cc2/C=C2\SC(=S)N(Cc3ccco3)C2=O)cc1	6.6%	4.8%	-5.0%	2.8%	0.3%	-5.9%	-5.8%	7.3%
C=C1CSc2nc3ccccc3c(=O)n21	-1.7%	8.3%	-7.4%	-1.3%	0.8%	?	-14.3%	?
Cc1cn([C@H]2C[C@@H](N=[N+]=[N-])[C@@H](CO)O2)c(=O)[nH]c1=O	1.3%	?	-14.1%	-1.3%	-1.7%	-5.6%	-10.7%	1.5%
O=C(CSc1nc2c([nH]c3ccccc32)c(=O)n1-c1ccc(F)cc1)NCc1ccco1	-12.3%	18.6%[46 µM]	2.1%	3.7%&-0.5%	5.3%&0.7%	?	-12.7%	0.1%
COc1cc(C(C)=O)ccc1Oc1cnccn1	1.9%	/	0.2%	1.5%	1.9%	3.4%	-9.8%	5.1%
CN1CCN(c2cc(=O)n(-c3ccc(Cl)cc3)c(=O)[nH]2)CC1	-18.6%	8.9%	7.2%	-2.0%	-16.1%	3.3%	8.5%	24.0%
CC(=O)N(C)c1ccc(OCC(O)Cn2c(C)nc3ccccc32)cc1 (configuration not stated)	-1.1%	/	-6.7%	1.7%	-1.2%	1.4%	-57.1%[inhibitor]	9.0%
O=C(Cc1ccc(Br)cc1)NNC(=O)Nc1ccc(Cl)cc1	59.4%[activator]	3.7%[46 µM]	i	0.1%	14.3%	6.6%	-5.5%	6.7%
O=C(NC1CCCc2ccccc21)C1CCN(S(=O)(=O)N2CCCCCC2)CC1 (configuration not stated)	6.8%	10.6%	-17.7%	-3.8%	-1.3%	4.47µM*	-37.2%[inhibitor]	-11.8%
Fc1ccc(-c2nn3c(C4COc5ccccc5O4)nnc3s2)cc1 (configuration not stated)	-1.3%	3.3%	-3.6%	-2.6%	3.8%	31.6µM*	-4.5%	-5.4%
COc1ccc(NC(=O)CSc2nnc(CN3CCOCC3)n2-c2ccccc2)cc1Cl	9.1%	-4.8%	1.0%	-1.7%	0.5%	?	-26.6%	3.3%
O=C(NCc1nc2ccccc2[nH]1)c1cccc(S(=O)(=O)N2CCOCC2)c1	-7.7%	-1.4%	i	-2.6%	-0.1%	-10.3%	-1.2%	-3.2%
CN1CCC(=NNC(=O)c2ccc(N(Cc3ccccc3Cl)S(C)(=O)=O)cc2)CC1	7.7%	-8.3%	-1.5%	-3.6%	5.6%	?	-9.8%	9.6%
O=C(Cc1ccc([N+](=O)[O-])cc1)NCc1ccccn1	17.2%	/	19.2%	1.1%	-0.9%	0.6%	4.4%	0.7%
CCOC(=O)CN(C(=O)COc1nc(-c2ccccc2)cc(C)c1C#N)c1ccccc1	4.5%	/	-0.7%	1.3%	1.8%	/	/	?
Cc1ccc(-c2nnn(CC(=O)N(c3cccc(F)c3)C(C(=O)NC3CCCC3)c3ccco3)n2)o1 (configuration not stated)	2.8%	-1.5%	-9.0%	0.4%	-7.6%	-0.7%	8.7%	0.3%
CCC1CCCCN1c1nc(-c2cccc(OC)c2O)nc2ccccc12 (configuration not stated)	/	-10.3%	-14.5%	-6.8%	-13.2%	2.1%	/	5.8%
CCOc1ccc(CCNC(=O)C2CCCN(c3nn4c(=O)cc(C)nc4s3)C2)cc1OCC (configuration not stated)	-10.3%	-3.1%	-3.6%	-0.8%	-2.3%	?	38.7%	5.8%
Cc1sc(N/N=C/c2cc([N+](=O)[O-])ccc2O)nc1-c1ccccc1	16.5%	-5.6%[9.22 µM]	-2.7%	-3.6%	-0.2%	-1.2%	-5.3%	-1.9%
O=C(NC(Cc1ccccc1)C(=O)O)c1ccco1 (configuration not stated)	19.0%	14.4%[46 µM]	i	-2.2%	-2.5%	3.8%	0.0%	1.7%
COc1ccc(Nc2oc(-c3cccs3)nc2C#N)cc1	9.6%	-7.4%	i	-1.7%	-2.1%	?	?	?

A portion of the library; rates above refer to the full screens.
